Compound activity as filed in PubChem BioAssay.
BAZ2B inh – blocks human BAZ2B; Potency, µM (series often up to 114 µM), inactives show at the top dose activity change, negative = inhibition, hits mostly inhibitors; 4.4% of 360,000 active; Q9UIF8; AlphaScreen BAZ2B-H3K14Ac peptide displacement; also: % is scaled to controls: 0 for no effect and ±100 for the full control effect; nearly all actives have a fitted effect of over 60% in size
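AlphaScreen displacement: compounds (up to 110uM) incubated 30 min at room temperature with a preformed 50 nM BAZ2B/50 nM biotinylated H3K14Ac peptide complex in PBS pH 7.4 with Tween-20. Donor and acceptor beads at 10 ug/mL final added, 20 min light-protected before reading.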
BLM helicase inh – inhibitors of human Bloom syndrome helicase BLM; recombinant BLM DNA unwinding, fluorescence dequenching; Potency, µM (top dose mostly 56.1 µM), for inactives: at the top dose activity change, negative = inhibition, hits mostly inhibitors; 0.2% of 350,000 active; AID 2528;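 also: plate controls were vehicle for no effect and no enzyme for full effect; nearly all actives have a fitted effect of over 35% in size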
Anesthetic bind – binds horse apoferritin like a general anesthetic. P02791. Potency, µM (titrated, usually from 77.5 µM), for inactives: at the highest dose activity change, negative = displacement, usual class: inhibitors. 0.074% of 350,000 active. apoferritin/1-aminoanthracene competitive binding, fluorescence; also: % is scaled to controls: 0 for no effect and ±100 for the full control effect; nearly all actives have a fitted effect of over 20% in size
Target sequence (P02791 2-175 limits assumed): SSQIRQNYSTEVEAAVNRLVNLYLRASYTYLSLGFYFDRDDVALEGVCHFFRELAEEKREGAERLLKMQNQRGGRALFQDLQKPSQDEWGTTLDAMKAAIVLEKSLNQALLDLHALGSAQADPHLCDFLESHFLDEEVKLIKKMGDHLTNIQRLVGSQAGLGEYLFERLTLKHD
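Horse-spleen apoferritin (10 uM) was mixed with 50% saturated 1-aminoanthracene in PBS, exposed to compounds for 10 min at room temperature, and read for fluorescence (ex 380 nm, em 535 nm). Competitive displacement was fitted with a four-parameter Hill equation.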
POLB inh – inhibitors of human DNA polymerase beta; AID 485314; Pol beta primer extension/strand displacement, fluorescence kinetic; 1.3% of 340,000 active; Potency, µM (doses to about 114 µM), inactives show top-dose activity change, negative = inhibition, usual class: inhibitors; also: % is scaled to controls: 0 for no effect and ±100 for the full control effect
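Pol beta (10 nM) was preincubated with compound for 15 min at room temperature. The reaction was then started with 50 nM substrate and read immediately and after a further 10 min at room temperature.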
G9a inh – G9a (human) methyltransferase inhibition. Potency, µM (highest dose often 102 µM), inactives show at the top dose activity, negative = inhibition, hits mostly inhibitors. 8.8% of 350,000 active. AID 504332. G9a H3K9 monomethylation, AlphaScreen, 2 h; also: % is scaled to controls: 0 for no effect and ±100 for the full control effect; nearly all actives have a fitted effect of over 75% in size
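AlphaScreen read-out: biotin-H3K9 peptide (500 nM) methylation by 20 nM enzyme with 20 uM SAM, 2 h at room temperature after 15 min compound preincubation; anti-monomethyl H3K9 antibody plus donor/acceptor beads, 10 min dark.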
APEX1 inh – APE1 (human) endonuclease inhibition; 0.35% of 350,000 active; P27695; recombinant APE1, TAMRA/BHQ-2 abasic DNA cleavage fluorescence; Potency, µM (highest dose often 65.8 µM), without a hit: at the top dose activity change, negative = inhibition, actives largely listed as inhibitors; AID 2517;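 also: plate controls were vehicle for no effect and reference inhibitor for full effect; nearly all actives have a fitted effect of over 55% in size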
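Activity was derived from the fluorescence gain between first and third kinetic reads (60 s intervals, ex 525/em 598 nm) after 50 nM THF-abasic TAMRA/BHQ-2 duplex was added to 0.75 nM APE1 preincubated 15 min with compound.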
POLH inh – inhibitors of human DNA polymerase eta. Potency, µM (highest dose often 114 µM), for the others: top-dose activity change, negative = inhibition, actives largely listed as inhibitors. recombinant Pol eta, fluorescent DNA replication assay. Q9Y253. 1.2% of 390,000 active; also: % is scaled to controls: 0 for no effect and ±100 for the full control effect
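Fluorescent replication assay: 50 nM final substrate added after a 15 min room-temperature compound preincubation with 10 nM enzyme. Signal taken at 0 min and again at 10 min.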
POLK inh – DNA polymerase kappa (human) inhibition; Q9UBT6; purified Pol kappa, fluorescent DNA synthesis assay, 10 min; Potency, µM (doses to about 107 µM), without a hit: at the highest dose activity, negative = inhibition, actives largely listed as inhibitors; 0.53% of 400,000 active; AID 588579; also: % is scaled to controls: 0 for no effect and ±100 for the full control effect
Target sequence (Q9UBT6 whole entry, looked up): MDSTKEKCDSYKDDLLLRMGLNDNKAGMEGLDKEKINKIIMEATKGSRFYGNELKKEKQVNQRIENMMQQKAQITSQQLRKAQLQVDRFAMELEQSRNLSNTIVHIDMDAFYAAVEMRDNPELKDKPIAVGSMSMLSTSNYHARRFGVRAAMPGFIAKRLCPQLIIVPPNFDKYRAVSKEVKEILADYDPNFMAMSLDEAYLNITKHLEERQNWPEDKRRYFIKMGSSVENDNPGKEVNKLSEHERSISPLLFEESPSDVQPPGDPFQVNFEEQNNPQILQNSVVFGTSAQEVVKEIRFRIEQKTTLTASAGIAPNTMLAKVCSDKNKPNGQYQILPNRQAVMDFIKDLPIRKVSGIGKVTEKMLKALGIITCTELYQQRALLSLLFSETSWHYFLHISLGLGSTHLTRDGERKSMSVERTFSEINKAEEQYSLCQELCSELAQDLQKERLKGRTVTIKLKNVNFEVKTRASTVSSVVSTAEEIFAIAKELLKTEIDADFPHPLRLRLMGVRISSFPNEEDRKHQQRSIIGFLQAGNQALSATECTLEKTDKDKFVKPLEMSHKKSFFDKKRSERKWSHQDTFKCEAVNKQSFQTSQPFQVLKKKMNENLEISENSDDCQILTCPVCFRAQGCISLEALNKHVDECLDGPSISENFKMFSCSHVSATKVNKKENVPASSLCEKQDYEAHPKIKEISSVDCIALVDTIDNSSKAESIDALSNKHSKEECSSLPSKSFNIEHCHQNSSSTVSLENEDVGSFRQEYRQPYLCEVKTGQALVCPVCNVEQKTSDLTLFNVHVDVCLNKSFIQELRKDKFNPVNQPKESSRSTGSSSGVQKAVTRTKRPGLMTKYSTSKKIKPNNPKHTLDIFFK
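Kinetic fluorescence readout at 0 and 10 min followed reaction start with substrate at 50 nM final. Beforehand, enzyme (10 nM Pol kappa) stood 15 min with compound at room temperature; buffer-only wells were negative controls.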
Pol iota inh – DNA polymerase iota (human) inhibition; Q9UNA4; Pol iota fluorescent replication assay, 10 min; Potency, µM (titrated, usually from 115 µM), inactives show top-dose activity, negative = inhibition, actives largely listed as inhibitors; 1% of 390,000 active; AID 588590
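Fluorescent replication assay read twice, at 0 min and 10 min after adding 50 nM (final) substrate. Enzyme (10 nM) and compounds were first incubated 15 min at room temperature; enzyme-free buffer wells were negative controls.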
* marks the source's active call; other numbers are inactive results; & = joins results of further samples; ! = repeats disagree; [ ] = dose if it differs, or a comment. Calls follow the shape of the dose curve; as a rule, active = well fitted curve in the direction sought with a large enough effect; inconclusive = small, poorly fitted or top-dose-only effect, or another doubt; inactive = no such curve, though single readings can be large; an effect the other way counts as inactive or inconclusive. Potency is read from the fitted curve at half-maximal effect. Not all compounds are listed. The share of hits here may be higher or lower than overall.

For COc1ccc(Cl)cc1NC(=O)c1cc(-c2cc(C)ccc2O)n[nH]1 the results were BAZ2B inh -28%, BLM helicase inh -1%, Anesthetic bind -16%, POLB inh 67%, APEX1 inh 15%, POLH inh -7%, POLK inh -5% and Pol iota inh inconclusive.
`COc1ccc(CNC(=O)C[C@H]2C[C@H](C(=O)N(C(C)C)C(C)C)[C@@]3(C)c4[nH]c5cc(CCC(=O)N(C)C)ccc5c4CCN3C2=O)cc1OC` gave APEX1 inh -1%, POLH inh 4%, POLK inh -2% and Pol iota inh 34%[activator].
For COc1ccc(NC(=O)CN(C)C(=O)C2CSC3(C)CCC(=O)N23)cc1 (centres undefined) the results were BAZ2B inh 9%, G9a inh -9%[12.7 µM], APEX1 inh 27%, POLH inh -18%, POLK inh -6% and Pol iota inh -1%.
Screening COc1ccc(CNC(=O)CSCc2nc(-c3ccccc3C)oc2C)cc1 returned BAZ2B inh -38%, BLM helicase inh -1%, Anesthetic bind -21%, POLB inh 2%, G9a inh 4%[59 µM], POLH inh -17%, POLK inh -10% and Pol iota inh 35%[activator].
`CCOC(=O)c1c(S(=O)(=O)NCCc2ccccc2)c(C)n(C)c1C` gave BAZ2B inh inconclusive, BLM helicase inh -11%, Anesthetic bind -9%, POLB inh -11%, G9a inh 22%, APEX1 inh 0%, POLH inh -3%, POLK inh -5% and Pol iota inh 3%.
For COCCn1c(=O)c(-c2cccc(C#N)c2)nc2cnc(Oc3cccc(Cl)c3)nc21 the results were BLM helicase inh 0%, G9a inh 5%[0.501 µM], APEX1 inh -3% and POLK inh 1%[60.1 µM].
`CN(c1ccccc1)S(=O)(=O)c1ccc(Cl)c(C(=O)OCC(N)=O)c1` gave BAZ2B inh -4%, BLM helicase inh -1%, Anesthetic bind -2%, POLB inh 6%, G9a inh inconclusive, APEX1 inh 26%, POLH inh -18%, POLK inh -4% and Pol iota inh 0%.
`Cc1ccc(-c2ccc(=O)n(CCC(=O)NCc3ccccn3)n2)cc1` gave BAZ2B inh 6%, BLM helicase inh 3%, Anesthetic bind 4%, POLB inh 0%, G9a inh 38%[12.7 µM], APEX1 inh -6%, POLH inh -6%, POLK inh 6% and Pol iota inh 8%.
Screening CCn1cc(S(=O)(=O)c2ccc(C)cc2)c(=O)c2cc(OC)ccc21 returned BAZ2B inh -5%, BLM helicase inh 2%, Anesthetic bind inconclusive, POLB inh 9%, G9a inh 13%, APEX1 inh 47%[activator], POLH inh -18%, POLK inh 0% and Pol iota inh 5%.
COc1cccc(C2CC(c3c(F)cccc3Cl)n3nc(N)nc3N2)c1 (centres undefined) was read as BAZ2B inh 5%, BLM helicase inh -1%, Anesthetic bind -13%, POLB inh 13%, G9a inh 15%[59 µM], APEX1 inh -1%, POLH inh -7%, POLK inh -5% and Pol iota inh 11%.
For Cc1ccc2c(c1)C(=O)OC(C(=O)Nc1ccccc1C(=O)O)C2 (centres undefined) the results were BAZ2B inh 39%[activator], BLM helicase inh 0%, Anesthetic bind -4%, POLB inh 9%, G9a inh 5%[59 µM], POLH inh -11%, POLK inh -2%[60.1 µM] and Pol iota inh 2%.
CCN(CC)c1ccc(NC(=O)c2c(OC)cccc2OC)c(C)c1 was read as BAZ2B inh inconclusive, BLM helicase inh -3%, Anesthetic bind -21%, POLB inh 12%, G9a inh inconclusive, APEX1 inh 1%, POLH inh -13%, POLK inh 0% and Pol iota inh 6%.
CC1(C)Cc2cccc(C(=O)NCc3ccco3)c2O1 was read as BAZ2B inh -12%, BLM helicase inh -9%, Anesthetic bind 4%, POLB inh 11%, APEX1 inh 0%, POLH inh -18%, POLK inh -25% and Pol iota inh inconclusive.
`Cc1ccc2nc(CSc3nc(C)ccc3C#N)[nH]c2c1` gave BAZ2B inh -1%, BLM helicase inh -6%, Anesthetic bind 146%[activator], POLB inh inconclusive, G9a inh 2.8µM*, APEX1 inh -8%, POLH inh -10%, POLK inh -7% and Pol iota inh inconclusive.
O=C(CNC(=O)c1ccc(Cl)cc1Cl)OC1CCCCC1=O (centres undefined) was read as APEX1 inh -11%, POLH inh -13%, POLK inh -3% and Pol iota inh 59%[activator].
`O=C(CCCc1ccccc1)Nc1cccc2c1CCCC2` gave BAZ2B inh -9%, BLM helicase inh -2%, Anesthetic bind -21%, POLB inh 10%, G9a inh inconclusive, APEX1 inh 20%, POLH inh -19%, POLK inh 0% and Pol iota inh 21%.
For Fc1ccc(CNc2cc(-c3ccccc3)nc3nncn23)cc1 the results were BAZ2B inh -4%, BLM helicase inh 2%, Anesthetic bind -16%, POLB inh -2%, G9a inh 2%[59 µM], POLH inh -4%, POLK inh -10% and Pol iota inh 25%.
`CC(=O)Nc1cccc(NC(=O)CSc2ncc(C(=O)Nc3ccccc3)c(=O)n2C)c1` gave BAZ2B inh -3%, G9a inh -15%, APEX1 inh 16%, POLH inh -21%, POLK inh -4% and Pol iota inh 2%.
Screening COc1ccc2c(c1)OC[C@H]1[C@@H]2N2C(=O)CNC(=O)[C@@]2(C)[C@H]1c1ccccc1 returned BAZ2B inh 1%, G9a inh 13%[0.501 µM], APEX1 inh 8%, POLH inh 3%, POLK inh -14% and Pol iota inh 5%.
`COc1ccc(Br)cc1C1C(C(=O)Nc2ccc(C)cc2C)=C(C)Nc2ncnn21` (centres undefined) gave BAZ2B inh 2%, BLM helicase inh 1%, Anesthetic bind -6%, POLB inh -22%, G9a inh 4%[59 µM], POLH inh -11%, POLK inh -18% and Pol iota inh 3%.
`O=Cc1ccc(C(=O)OCC(=O)N2CCCC2)cc1` gave BAZ2B inh 11%, BLM helicase inh -2%, Anesthetic bind 3%, POLB inh 29%, G9a inh 18%, APEX1 inh -13%, POLH inh -8%, POLK inh -2% and Pol iota inh 58%[activator].
COc1ccc(C(=O)Nn2c(SCC(=O)c3ccc(Cl)cc3)nc3ccccc3c2=O)cc1 was read as BAZ2B inh -28%, BLM helicase inh -5%, Anesthetic bind inconclusive, POLB inh -1%, G9a inh -35%[59 µM], APEX1 inh -7%, POLH inh -11%, POLK inh -1% and Pol iota inh 5%.
CC(Oc1ccc(Cl)cc1)c1ccn[nH]1 (centres undefined) was read as BAZ2B inh -14%, BLM helicase inh -6%, Anesthetic bind inconclusive, POLB inh 6%, G9a inh -5%, APEX1 inh 1%, POLH inh 1%, POLK inh -13% and Pol iota inh -6%.
`CCCCCn1c(=O)[nH]c2cc(C(=O)NCc3ccc(Cl)cc3)ccc2c1=O` gave BAZ2B inh 7%, BLM helicase inh -3%, Anesthetic bind -10%, POLB inh 1%, G9a inh -7%[59 µM], POLH inh -7%, POLK inh 0% and Pol iota inh 16%.
For O=C(Nc1cccc(F)c1)c1ccc(Br)o1 the results were BAZ2B inh -13%, BLM helicase inh -2%[75.6 µM], Anesthetic bind -15%[110 µM], POLB inh 2%, G9a inh 28µM*, APEX1 inh -6%&2%, POLH inh -7%, POLK inh -10%&-4% and Pol iota inh -4%.
For Cc1cc2c(cc1C)NC(CC(=O)Nc1ccccc1)C(=O)N2 (centres undefined) the results were BAZ2B inh -1%, BLM helicase inh -4%, Anesthetic bind -11%, POLB inh -2%, G9a inh -42%[59 µM], POLH inh 7%, POLK inh -3% and Pol iota inh 5%.
`Cc1cc([N+](=O)[O-])ccc1NC(=O)CSc1nccc(=O)[nH]1` gave BAZ2B inh -22%, BLM helicase inh 3%, Anesthetic bind -6%, POLB inh -1%, G9a inh inconclusive, APEX1 inh -2%, POLH inh -15%, POLK inh -10% and Pol iota inh 25%.
`Cc1cc(SCc2cccc(Cl)c2)nc(=O)[nH]1` gave BAZ2B inh -13%, BLM helicase inh -6%, Anesthetic bind -13%, POLB inh 19%, G9a inh 6%, APEX1 inh -11%, POLH inh -12%, POLK inh -16% and Pol iota inh 4%.
Screening O=C(c1ccccc1NS(=O)(=O)c1ccc2c(c1)OCCO2)N1CCOCC1 returned BAZ2B inh 3%, BLM helicase inh 6%, Anesthetic bind 7%, POLB inh 2%, G9a inh 5%[59 µM], APEX1 inh 9%, POLH inh 9%, POLK inh 0% and Pol iota inh 31%[activator].
For CS(=O)(=O)Nc1cccc(-c2nc(N3CCOCC3)c3ccccc3n2)c1 the results were BLM helicase inh 4%, Anesthetic bind -7%, APEX1 inh -8% and POLK inh -2%[60.1 µM].
CCn1c(CC(=O)Nc2ccccc2F)nnc1SCC(=O)Nc1nncs1 was read as BAZ2B inh -1%, BLM helicase inh -1%, Anesthetic bind 7%, POLB inh 28%, G9a inh 11%, APEX1 inh 41%[activator], POLH inh -7%, POLK inh -8% and Pol iota inh 146%[activator].
`COC(=O)N1CCC2(CCCN(C(=O)Nc3cccc(F)c3)C2)CC1` gave BLM helicase inh 3%, G9a inh -4%[12.7 µM], APEX1 inh 0% and POLK inh -2%[60.1 µM].
Screening COc1cccc(C(=O)CSc2nnc(CNc3nc(-c4ccccc4)cs3)n2C)c1 returned BAZ2B inh -14%, BLM helicase inh -5%, Anesthetic bind -19%, POLB inh 7%, G9a inh 8.9µM*, APEX1 inh 3%, POLH inh -18%, POLK inh -18% and Pol iota inh -3%.
Screening CCc1nn(CC(=O)NC(C)CCc2ccccc2)c(=O)c2cc3cc(F)ccc3n12 (centres undefined) returned BAZ2B inh inconclusive, BLM helicase inh -4%&-8%, Anesthetic bind 6%&-2%, POLB inh 8%&-1%, G9a inh 50µM*!, APEX1 inh 11%, POLH inh -6%&-13%, POLK inh -5%&1% and Pol iota inh inconclusive.

Among those listed so far, these contain bromine:
`COc1ccc(Br)cc1C1C(C(=O)Nc2ccc(C)cc2C)=C(C)Nc2ncnn21` (centres undefined) gave BAZ2B inh 2%, BLM helicase inh 1%, Anesthetic bind -6%, POLB inh -22%, G9a inh 4%[59 µM], POLH inh -11%, POLK inh -18% and Pol iota inh 3%.
For O=C(Nc1cccc(F)c1)c1ccc(Br)o1 the results were BAZ2B inh -13%, BLM helicase inh -2%[75.6 µM], Anesthetic bind -15%[110 µM], POLB inh 2%, G9a inh 28µM*, APEX1 inh -6%&2%, POLH inh -7%, POLK inh -10%&-4% and Pol iota inh -4%.
